SENP1 FRET inh: blocks the human SENP1 SUMO protease catalytic domain | inhibition, % at 10 µM | recombinant SENP1 catalytic domain, CyPet-SUMO1-YPet FRET cleavage | Q9P0U3 | AID 624204 | actives 0.21% (n = 360,000);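 active = inhibition at least 30% at 10 µM, raw YFP signal under a set limit, fluorescence ratio 0.5 to 1.5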;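 also: 0% = enzyme with DMSO and 100% = no enzyme wells; some results filed as inactive read as strong as hits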
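Assay system – human recombinant His6-tagged SENP1 catalytic domain enzyme · Input – SENP1 enzyme, 20 pM final · Buffer or medium – Tris pH 8 buffer plus EDTA, NaCl, BME, BSA, NP40, catalase · Schedule – 50 min reaction at room temperature · Technique – FRET read of cyan and yellow fluorescence · Control set – no-enzyme wells low, DMSO-plus-enzyme wells high control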
SENP8 block-1: blocks the human protease SENP8 | Q96LD8 | purified SENP8, Z-RLRGG-aminoluciferin cleavage, luminescence | inhibition, % at 10 µM | actives 1.2% (n = 330,000) | AID 2540; in the data active = inhibition above about 50%
HKDC1 inhibitor: HKDC1 (human) hexokinase inhibition. Q2TB90. recombinant HKDC1, G6PDH/diaphorase resazurin coupled fluorescence. inhibition, % at 20 µM. actives 0.16% (n = 340,000). AID 493160;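 active = inhibition above about 35% when tested at 20 µM, limit read from the data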;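 also: plate controls were DMSO wells with enzyme for no effect and DMSO wells lacking enzyme for full effect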
Target sequence (Q2TB90 whole entry, looked up): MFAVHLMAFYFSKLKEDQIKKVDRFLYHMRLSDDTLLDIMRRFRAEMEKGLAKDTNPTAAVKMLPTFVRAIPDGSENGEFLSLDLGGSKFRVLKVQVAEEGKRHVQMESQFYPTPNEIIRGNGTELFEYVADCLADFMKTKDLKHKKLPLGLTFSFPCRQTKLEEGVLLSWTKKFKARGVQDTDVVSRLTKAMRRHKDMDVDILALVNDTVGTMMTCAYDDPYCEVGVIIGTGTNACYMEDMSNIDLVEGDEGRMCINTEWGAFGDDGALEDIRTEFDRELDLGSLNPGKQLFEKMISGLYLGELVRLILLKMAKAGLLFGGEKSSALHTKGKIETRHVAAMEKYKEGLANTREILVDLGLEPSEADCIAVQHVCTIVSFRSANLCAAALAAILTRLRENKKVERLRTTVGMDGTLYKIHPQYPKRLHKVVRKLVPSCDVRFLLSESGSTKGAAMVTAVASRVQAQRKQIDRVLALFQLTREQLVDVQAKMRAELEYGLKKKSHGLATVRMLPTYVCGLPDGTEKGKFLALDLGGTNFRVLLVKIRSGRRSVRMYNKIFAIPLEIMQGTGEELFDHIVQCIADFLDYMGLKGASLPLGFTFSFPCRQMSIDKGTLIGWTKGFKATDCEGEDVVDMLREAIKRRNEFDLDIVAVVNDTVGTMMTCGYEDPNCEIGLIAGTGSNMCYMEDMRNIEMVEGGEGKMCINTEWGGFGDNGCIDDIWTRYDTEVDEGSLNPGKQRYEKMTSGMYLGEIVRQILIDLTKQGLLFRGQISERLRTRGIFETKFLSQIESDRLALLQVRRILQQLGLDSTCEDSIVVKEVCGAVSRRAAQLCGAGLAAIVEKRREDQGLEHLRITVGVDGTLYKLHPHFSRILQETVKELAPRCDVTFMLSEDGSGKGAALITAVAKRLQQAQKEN
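Test system: HK5 enzyme. Quantity: 5 µg/mL HK5 final. Reagent: glucose and ATP substrates. Schedule: 90 min reaction incubation at room temperature, dark. Technique: resazurin-to-resorufin fluorescence via G6PDH and diaphorase coupling, 525/613 nm. Control set: DMSO wells with and without enzyme mix.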
SENP6 block: inhibitors of human SENP6 protease; Recombinant SENP6 catalytic domain, aminoluciferin luminescence; inhibition, % at 10 µM; Q9GZR1; actives 1.8% (n = 330,000);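 active = inhibition above about 50% at the single tested dose, limit read from the data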;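 also: plate controls were DMSO wells with enzyme for no effect and DMSO wells lacking enzyme for full effect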
Apaf1 inhib: blocks human Apaf-1 apoptosome activity; reconstituted apoptosome caspase-3 activity, DEVD-Rh110 fluorescence; AID 489030; actives 0.71% (n = 330,000); inhibition, % at 20 µM; active = inhibition of at least 40% at 20 µM;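 also: plate controls were DMSO wells for no effect and DEVD-CHO caspase inhibitor wells for full effect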
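Material: biochemical Apaf-1 apoptosome reconstitution. Medium: Hepes buffer, pH 7.5. Also added: cytochrome c activation, bis-DEVD rhodamine 110 substrate. Timing: 30 min compound preincubation, 50 min activation, room temperature. Measured by: rhodamine 110 fluorescence at Ex 480/Em 540 nm.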
SENP7 block: inhibitors of human SENP7 protease; Q9BQF6; recombinant SENP7, Z-RLRGG-aminoluciferin luminescence, 40 min; inhibition, % at 5 µM; actives 1.5% (n = 330,000); AID 434973;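 active = inhibition above about 50% at the single test dose, limit read from the data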;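 also: plate controls were DMSO with enzyme for no effect and no enzyme buffer wells for full effect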
PfG6PD inh: PfG6PD (Plasmodium falciparum) enzyme inhibition; PfGluPho enzyme, NADPH resazurin-diaphorase fluorescence; inhibition, % at 20 µM; actives 0.78% (n = 350,000);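 active = inhibition reaching at least a set limit at 20 µM in the primary screen, cut at about 59% in these data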;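 also: 0% = DMSO wells with substrate and 100% = DMSO wells lacking glucose-6-phosphate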
SENP8 block-2: inhibitors of human SENP8 protease; Q96LD8; recombinant SENP8, Nedd8 substrate fluorescence; inhibition, % at 20 µM; actives 0.64% (n = 360,000); AID 602440; in the data active = inhibition mostly above about 40%, no sharp cut-off; inactive = mostly below about 27%
Starred values were filed as active, the others as inactive; . = no result given.

1. CCCS(=O)(=O)N1CCCC(C(=O)NC2CCCCC2)C1 (configuration not stated)
2. Cc1cccc(C(=O)CC(=O)c2cc(Cl)ccc2O)c1
3. FC(F)(F)c1nc(Sc2ncccc2C(F)(F)F)n[nH]1
4. Cc1cccc(Nc2nc(Cl)ncc2F)c1C
5. FC(F)(F)c1cnc2c(c1)[nH]c(=S)n2-c1ccc(Cl)cc1
assay / compound	1	2	3	4	5
SENP7 block	7	1	-1	2	-6
SENP1 FRET inh	1	-4	3	0	2
SENP8 block-2	26	0	1	2	-71
Apaf1 inhib	7	12	-8	3	1
PfG6PD inh	-15	-8	-5	-23	24
SENP6 block	7	-7	-10	13	0
SENP8 block-1	-2	2	3	-3	-6
HKDC1 inhibitor	-6	1	1	2	-3

6. CCOc1cc(C(=O)OCc2cc(=O)n3c(C)csc3n2)ccc1OC
7. CC1CCCCN1C(=O)CSc1nc2ccccc2[nH]1 (configuration not stated)
8. Nc1c(-c2cccc(Cl)c2)cnn1-c1cccc([N+](=O)[O-])c1
9. Cc1ccc(C(=O)OCC(=O)Nc2ccc(N(C)C)cc2)cc1NC(=O)c1ccco1
10. COc1cc2c(cc1OC)CN(C(=O)c1ccc3[nH]c(C)c(C)c3c1)CC2
assay / compound	6	7	8	9	10
SENP7 block	4	2	-1	0	10
SENP1 FRET inh	0	1	-2	1	-2
SENP8 block-2	-468	5	20	17	24
Apaf1 inhib	-7	2	26	-8	7
PfG6PD inh	13	-9	18	15	-20
SENP6 block	5	-6	-1	-16	-11
SENP8 block-1	-7	6	0	-2	-13
HKDC1 inhibitor	-2	-9	0	3	3

11. COc1ccc(S(=O)(=O)N2CCCCCC2)cc1C(=O)N(C)CC(=O)Nc1c(Cl)cccc1Cl
12. C=CCn1c(SCC(=O)NC23CC4CC(CC(C4)C2)C3)nc2cc(C(=O)O)ccc2c1=O
13. CCOC(=O)N1CCN(S(=O)(=O)c2ccc(OC)c(OC)c2)CC1
14. Cc1nc(SCc2nc3c([N+](=O)[O-])cccc3[nH]2)c2oc3ccccc3c2n1
15. C=CCNC(=O)c1ccccc1NC(=O)c1ccccc1N(C)S(C)(=O)=O
assay / compound	11	12	13	14	15
SENP7 block	-4	-2	2	-10	3
SENP1 FRET inh	2	2	3	3	1
SENP8 block-2	3	-8	5	24	11
Apaf1 inhib	3	-10	-2	3	-4
PfG6PD inh	6	2	2	-2	13
SENP6 block	-2	-7	7	-17	-10
SENP8 block-1	-5	2	7	11	-2
HKDC1 inhibitor	-3	-3	-3	2	-9

Arranged by number of heavy atoms (ascending): some entries from above.
4. Cc1cccc(Nc2nc(Cl)ncc2F)c1C
3. FC(F)(F)c1nc(Sc2ncccc2C(F)(F)F)n[nH]1
5. FC(F)(F)c1cnc2c(c1)[nH]c(=S)n2-c1ccc(Cl)cc1
8. Nc1c(-c2cccc(Cl)c2)cnn1-c1cccc([N+](=O)[O-])c1
13. CCOC(=O)N1CCN(S(=O)(=O)c2ccc(OC)c(OC)c2)CC1
6. CCOc1cc(C(=O)OCc2cc(=O)n3c(C)csc3n2)ccc1OC
15. C=CCNC(=O)c1ccccc1NC(=O)c1ccccc1N(C)S(C)(=O)=O
assay / compound	4	3	5	8	13	6	15
SENP7 block	2	-1	-6	-1	2	4	3
SENP1 FRET inh	0	3	2	-2	3	0	1
SENP8 block-2	2	1	-71	20	5	-468	11
Apaf1 inhib	3	-8	1	26	-2	-7	-4
PfG6PD inh	-23	-5	24	18	2	13	13
SENP6 block	13	-10	0	-1	7	5	-10
SENP8 block-1	-3	3	-6	0	7	-7	-2
HKDC1 inhibitor	2	1	-3	0	-3	-2	-9

14. Cc1nc(SCc2nc3c([N+](=O)[O-])cccc3[nH]2)c2oc3ccccc3c2n1
9. Cc1ccc(C(=O)OCC(=O)Nc2ccc(N(C)C)cc2)cc1NC(=O)c1ccco1
12. C=CCn1c(SCC(=O)NC23CC4CC(CC(C4)C2)C3)nc2cc(C(=O)O)ccc2c1=O
11. COc1ccc(S(=O)(=O)N2CCCCCC2)cc1C(=O)N(C)CC(=O)Nc1c(Cl)cccc1Cl
assay / compound	14	9	12	11
SENP7 block	-10	0	-2	-4
SENP1 FRET inh	3	1	2	2
SENP8 block-2	24	17	-8	3
Apaf1 inhib	3	-8	-10	3
PfG6PD inh	-2	15	2	6
SENP6 block	-17	-16	-7	-2
SENP8 block-1	11	-2	2	-5
HKDC1 inhibitor	2	3	-3	-3

(list continues)
16. Cc1ccc2c(c1)c(N=O)c(O)n2Cc1ccc(Cl)cc1
17. COc1cc2oc(=O)cc(-c3ccc(-c4ccc(C#N)cc4)cc3)c2c(OC)c1OC
18. Cc1ccc(SCC(=O)OCC(=O)NCCNC(=O)COC(=O)CSc2ccc(C)c(C)c2)cc1C
19. C#Cc1ccc(CN2CCC(Oc3cc(C(=O)NC4CC4)ccc3OC)CC2)cc1
20. CCN1/C(=C2/OC(=S)N(C)C2=O)Sc2ccccc21
assay / compound	16	17	18	19	20
SENP7 block	5	7	13	-3	.
SENP1 FRET inh	0	1	2	-3	-29
SENP8 block-2	11	-19	3	8	10
Apaf1 inhib	23	18	40*	-11	.
PfG6PD inh	-7	4	3	6	5
SENP6 block	-48	.	-20	-11	.
SENP8 block-1	-27	.	-20	10	.
HKDC1 inhibitor	-1	4	1	-1	-1

21. COC(=O)C1=C(C)N(Cc2ccccc2)C(=NCCc2c[nH]c3ccccc23)N[C@H]1c1ccccc1
22. O=C(CN1CCN(CC(=O)Nc2cccc(F)c2)CC1)Nc1ccc(-c2ccccc2)cc1
23. CCC1(CC)SCCNC1=O
24. CC(Nc1nc(-c2ccc3c(c2)NC(=O)CO3)cs1)c1ccccc1 (configuration not stated)
25. CCn1c(C(=O)O)c(CC(=O)Nc2ccccc2OC)c2ccccc21
assay / compound	21	22	23	24	25
SENP7 block	4	8	.	-2	3
SENP1 FRET inh	-23	-2	2	-1	2
SENP8 block-2	-15	2	11	17	9
Apaf1 inhib	69*	6	.	17	-1
PfG6PD inh	7	4	3	22	-24
SENP6 block	0	10	.	0	2
SENP8 block-1	-4	0	.	4	5
HKDC1 inhibitor	-4	-6	-1	-11	0

26. C/C(=N\NC(=O)c1nnn(-c2nonc2N)c1-c1ccc2c(c1)OCO2)c1ccccc1
27. CC(Oc1ccccc1Cl)C(=O)N(Cc1ccco1)C1CCS(=O)(=O)C1 (configuration not stated)
28. Cc1ccc(NC(=O)N2CCN(C(=O)c3ccco3)CC2)cc1Cl
29. O=C(Cn1ncc(Cl)c(Cl)c1=O)c1ccc2c(c1)OCCO2
30. Nc1nnc(-c2ccc(Cl)cc2Cl)s1
assay / compound	26	27	28	29	30
SENP7 block	-8	4	-6	23	5
SENP1 FRET inh	2	2	1	1	0
SENP8 block-2	-128	14	9	-3	-170
Apaf1 inhib	-21	-30	8	1	5
PfG6PD inh	3	5	-1	15	16
SENP6 block	-3	-22	-16	56*	13
SENP8 block-1	-1	-1	-6	41	2
HKDC1 inhibitor	-5	-5	5	11	-9

31. CC(C)(C)c1ccc(-c2nc(N)nc(N)n2)cc1
32. COc1cccc(C(=O)/C=C/Nc2ccc(S(=O)(=O)Nc3ccc(C(C)=O)cc3)cc2)c1
33. Cc1ccc2oc(C(=O)N(C)Cc3ccon3)c(C)c2c1
34. COc1ccccc1NC(=S)NC(=O)Cc1ccc(Cl)cc1
35. Cc1cc(C)c(S(=O)(=O)N2CCN(C(=O)c3cccs3)CC2)c(C)c1
assay / compound	31	32	33	34	35
SENP7 block	-5	-13	3	8	0
SENP1 FRET inh	1	-103	0	2	1
SENP8 block-2	22	-401	5	17	8
Apaf1 inhib	-13	18	0	-4	6
PfG6PD inh	-6	-24	-5	-3	-5
SENP6 block	-4	-20	6	-4	-6
SENP8 block-1	-2	-20	6	5	-4
HKDC1 inhibitor	2	-12	4	1	4

36. CC(OC(=O)c1nsc(Cl)c1Cl)C(=O)NCc1ccc2c(c1)OCO2 (configuration not stated)
37. COC(=O)c1c(NC(=O)c2ccoc2C)sc(C)c1C
38. CCC(/C=C1\Sc2ccc(OC)cc2N1CC)=C\c1sc2ccc(OC)cc2[n+]1CCCS(=O)(=O)[O-]
39. Cc1nc2ccc(NC(=O)c3ccc(Cl)c([N+](=O)[O-])c3)cc2s1
40. CCOCCCN(C)C1CCN(C(=O)c2oc3ccccc3c2NC(=O)c2cccc([N+](=O)[O-])c2)CC1
assay / compound	36	37	38	39	40
SENP7 block	9	-11	-1	-4	5
SENP1 FRET inh	1	1	-27	2	1
SENP8 block-2	8	-384	16	0	13
Apaf1 inhib	-7	-2	9	3	6
PfG6PD inh	-2	-9	17	5	-10
SENP6 block	-29	-3	17	-4	-5
SENP8 block-1	-7	-3	2	-11	-8
HKDC1 inhibitor	-10	-6	3	1	-6

41. CC(=O)c1ccc(N2CCC(C)CC2)c(F)c1
42. C/C=C(\C)CN1CCN(c2cccc(C)c2C)CC1
43. CN(C)C(CNC(=O)c1cccc(S(=O)(=O)N2CCN(c3ccccc3)CC2)c1)c1ccccc1 (configuration not stated)
44. CCSc1nnc2c(n1)OC(C)(C)Nc1ccccc1-2
45. CCOC(=O)C1CCN(C(=O)Cn2nc(CC)n3cccc3c2=O)CC1
assay / compound	41	42	43	44	45
SENP7 block	-9	-7	.	3	0
SENP1 FRET inh	2	0	0	3	1
SENP8 block-2	-15	7	17	-20	16
Apaf1 inhib	-2	2	.	-3	-9
PfG6PD inh	-22	2	8	-6	11
SENP6 block	-10	-16	.	-5	5
SENP8 block-1	-5	-11	.	-10	1
HKDC1 inhibitor	4	-6	-4	5	-5

46. S=c1[nH]nc(-c2cc(-c3ccccc3)n[nH]2)n1/N=C/c1ccc(Cl)c(Cl)c1
47. O=C(O)Cc1ccc(C(=O)c2ccc(F)cc2)s1
48. CC[n+]1c(/C=C/Nc2ccccc2)oc2ccccc21
49. CN(C(=O)CSc1nnc(C2CC2)n1C)C1CCCc2ccccc21 (configuration not stated)
assay / compound	46	47	48	49
SENP7 block	-1	3	-3	-2
SENP1 FRET inh	4	-54	-17	-4
SENP8 block-2	-3	13	-42	0
Apaf1 inhib	20	15	18	3
PfG6PD inh	22	-1	-8	7
SENP6 block	5	0	0	-7
SENP8 block-1	0	-5	-2	2
HKDC1 inhibitor	8	-9	1	2
